Source: PubChem BioAssay
PV pol inh: inhibitors of poliovirus RNA polymerase binding and polymerization; 0.66% of 150,000 active; % elongation, % (compound at 16.7 µg/mL); poliovirus polymerase elongation, fluorescence polarization; hits give low values; P03300; AID 588519; in the data active = % elongation below about 90%; also: some results filed as inactive read as strong as hits
Target sequence (P03300 1749-2209 limits assumed): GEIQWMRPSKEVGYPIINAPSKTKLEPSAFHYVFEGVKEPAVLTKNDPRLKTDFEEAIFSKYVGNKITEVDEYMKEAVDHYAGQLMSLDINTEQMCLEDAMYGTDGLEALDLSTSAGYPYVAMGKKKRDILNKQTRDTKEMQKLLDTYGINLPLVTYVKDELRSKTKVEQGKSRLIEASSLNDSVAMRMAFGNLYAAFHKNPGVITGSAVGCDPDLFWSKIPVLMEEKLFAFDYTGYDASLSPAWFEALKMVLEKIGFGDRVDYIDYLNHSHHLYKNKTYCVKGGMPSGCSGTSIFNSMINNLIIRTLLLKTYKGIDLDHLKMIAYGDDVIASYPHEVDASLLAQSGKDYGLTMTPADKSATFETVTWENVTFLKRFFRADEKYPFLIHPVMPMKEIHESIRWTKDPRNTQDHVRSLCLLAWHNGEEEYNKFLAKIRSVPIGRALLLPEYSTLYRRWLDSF
PV pol inh FP z-score: recorded beside PV pol inh, whose call it bears; z-score; measured here: FP z-score; hits read low
Starred values were filed as active, the others as inactive; & = joins results of further samples. Only part of the results is shown. The share of hits here may be higher or lower than overall.

Values in the order – PV pol inh, PV pol inh FP z-score
> CCOc1ccc(NC(=O)CC2C(=O)N(c3ccc(C)cc3)C(=O)N2Cc2ccc(OC)cc2)cc1 (stereo unspecified)
  103.0, -0.2
> Cn1c(SCCc2ccccc2)nnc1-c1ccc2c(c1)OCO2
  101.0, 0.1
> CCCOc1ccc(CNC(=O)c2oc3ccc4c(c3c2C)C(=O)CC(C)(CC)O4)cc1 (stereo unspecified)
  107.0, 0.2
> CCn1c(C(=O)NC2CC2)cc2sc(Cl)cc21
  104.0, 1.2
> C/C(CCc1oc2ccc(Br)cc2c1-c1ccc(C)o1)=N\O
  103.0, 0.2
> Cc1ccc(NC(=O)Nc2nnc(N(C)Cc3ccccc3)s2)cc1
  108.0, 0.1
> CCOCCCn1c(SCC(=O)Nc2ccc(OC)cc2OC)nc2ccccc2c1=O
  108.0, 0.5
> CCN1CCN(c2ncc3c(n2)CCN(Cc2ccc(Br)s2)C3)CC1
  110.0, 0.6
> Cc1ccc(-c2csc(N3CCC(NS(=O)(=O)c4ccc5c(c4)OCCO5)CC3)n2)cc1
  102.0, 0
> Cn1ncc2c(NCc3cccc(Cl)c3)ncnc21
  104.0, -0.5
> Cc1ccc(-c2nc(CSCC(=O)NCCN3CCN(c4cccc(Cl)c4)CC3)c(C)o2)cc1
  102.0, 0.8
> COc1ccc(CNS(=O)(=O)c2cc3c4c(c2)CCN4C(=O)CC3)cc1
  95.0, -2.5
> COc1ccc(CCNC(=O)c2cc3sc(C)cc3n2C)cc1OC
  103.0, 0.3
> CCc1ccc(NC(=O)CCCn2c(=O)c3cccn3c3cccnc32)cc1
  101.0, -0.6
> CCOC(=O)C1CCN(C(=O)c2ccccc2NC(=O)c2cccc(F)c2)CC1
  107.0, 0.4
> Cc1ccc(CSCC2COC(c3cccs3)=N2)cc1 (stereo unspecified)
  106.0, 1.9
> N#Cc1ccccc1S(=O)(=O)N1CCN(Cc2c(O)ccc3ccccc23)CC1
  103.0, -1
> FC(F)(F)c1cccc(NC(=S)Nc2cc(-c3cccs3)[nH]n2)c1
  101.0, -0.6
> CC1CCN(Cn2cnc3ccccc3c2=O)CC1
  98.0, -0.2
> CC(Oc1ccc(Br)cc1)C(N)=O (stereo unspecified)
  100.0, -0.5
> CCOc1ncccc1C(=O)NCc1ccc(F)cc1
  105.0, 0.2
> COc1ccc2oc(C(=O)OC(C)C(=O)N3C(C)CCCC3C)c(C)c2c1 (stereo unspecified)
  103.0, 0.3
> CCn1cc(CN(Cc2ccccc2)C(=S)Nc2ccc(Cl)cc2OC)c2ccccc21
  101.0, -0.1
> Cc1ccc(CNC(=O)C2CC3CCCN3C23C(=O)N(C)c2ccccc23)cc1 (stereo unspecified)
  102.0, 0
> COc1ccc2[nH]cc(CCNC(=O)Cn3cnc4ccccc4c3=O)c2c1
  99.0, -1.4
> O=S(=O)(NCC(c1ccco1)S(=O)(=O)c1ccccc1)c1cc(F)ccc1F (stereo unspecified)
  112.0, 1.1
> COc1ccc(-c2nc(SCC(=O)N3CCCc4ccccc43)[nH]c(=O)c2C#N)cc1
  102.0, 0.1
> Cc1nc2ccc(NC(=O)NCCCO)cc2s1
  103.0, 0.4
> O=C(CCCc1nnc2n3nc(-c4ccccc4)nc3c3ccccc3n12)NCc1ccco1
  100.0, -0.6
> CCOC(=O)c1ccc(CN(Cc2ccccc2)S(=O)(=O)c2ccc(Cl)cc2)cc1
  107.0, -0.1
> CCOC(=O)c1[nH]c2ccccc2c1NC(=O)c1cc(OC)cc(OC)c1
  110.0, 1.5
> COc1ccc(I)c(OC)c1
  100.0, 0.1
> CC1=C/C(=N\NS(=O)(=O)c2ccc(C)cc2)CC1
  98.0, -0.4
> CC1=NN(C(=O)c2cccs2)C(O)(C(F)(F)F)C1 (stereo unspecified)
  102.0, 0.9
> Cc1cc(C)cc(NC(=O)Cn2nnc(C(=O)NCc3ccccc3Cl)c2N)c1
  111.0, 0.7
> COc1ccc(NC(=O)CSc2c3c(nc4ccccc24)CCC3)cc1Cl
  101.0, -0.5
> O=C1C2C3C=CC(C3)C2C(=O)N1c1nc2ccccc2s1 (stereo unspecified)
  102.0, 0
> COc1ccc(-n2c(=O)c3c4c(sc3n(Cc3ccc(F)cc3)c2=O)CN(C(C)=O)CC4)c(OC)c1
  106.0, 0.7
> CCCOc1ccc(C2c3c(-c4ccccc4O)n[nH]c3C(=O)N2Cc2ccncc2)cc1OCC (stereo unspecified)
  107.0, 0.2
> CCOc1ccc(C(C)(C)C(=O)NN2C(=O)/C(=C/c3ccccn3)N=C2c2ccccc2)cc1
  43.0, -5.7
> C(=Nc1ccc(-c2nnc3n2CCCCC3)cc1)c1ccsc1
  100.0, -0.7
> Cc1ccc2cccc(NC(=O)c3ccc(-c4cc(Cl)ccc4Cl)o3)c2n1
  105.0, 0
> Cc1ccc(-c2cnc(C3CC3)o2)cc1S(=O)(=O)Nc1cccc(C#N)c1
  110.0, 0.7
> CC1CCc2sc(C(=O)NCCCn3ccnc3)cc2C1 (stereo unspecified)
  101.0, -0.2
> O=C(Nc1nc(-c2cccnc2)cs1)C1CCCC1
  107.0, 0.6
> O=C1c2ccccc2S(=O)(=O)N1CC(O)Cn1ccc2ccccc21 (stereo unspecified)
  101.0, 0.3
> COc1ccc(/C=C/C(=O)N2c3ccc(C)cc3C3CN(C)CCC32)cc1 (stereo unspecified)
  95.0, -0.4
> Cc1ccc(-n2c(=O)c3c4c(sc3n(Cc3ccccc3C)c2=O)CCC4)cc1C
  106.0, 0.2
> Cc1ccc(Cl)cc1N1CCN(CCCNC(=O)C2COc3ccccc3C2)CC1 (stereo unspecified)
  106.0, 0
> COC(=O)c1sc(NC(=O)c2ccccc2)c(C(=O)OC)c1C
  68.0*, -3.2*
> CCc1ccc(OC(=O)c2ccc(C)cc2)cc1
  99.0, -0.2
> Cc1ccc2oc3c(c(=O)c2c1)C(c1ccc(O)cc1)N(CCCN(C)C)C3=O (stereo unspecified)
  102.0, -0.4
> Cc1ccc(C(C)(C)C)c(OCCN2CCCC2)c1
  98.0, -0.3
> CCCSCCCNC(=O)c1cc2n(n1)CCCN(Cc1ccc(C)cc1)C2=O
  112.0, 1
> CC1=C(C(=O)Nc2ccc(C)cc2)C(c2ccco2)n2c(nc3ccccc32)N1 (stereo unspecified)
  101.0, -0.2
> O=C(NC1CC1)c1ccc(Cn2c(SCc3ccc(F)cc3)nc3cccnc32)cc1
  111.0, 0.2
> CC1CN(S(=O)(=O)c2ccc(NC(=O)Cc3ccccc3F)cc2)CC(C)O1 (stereo unspecified)
  107.0, 1.1
> CC1Cc2ccccc2N1C(=O)CSc1nc2cc(Cl)ccc2o1 (stereo unspecified)
  102.0, -0.2
> CNC(=O)NC(=O)Cn1nc2n(c1=O)-c1ccccc1SC2
  100.0, -0.1
> O=CN1CCN(CC(O)Cn2c3ccccc3c3ccccc32)CC1 (stereo unspecified)
  100.0, -0.5

More results follow.
Values in the order – PV pol inh, PV pol inh FP z-score
> CCC(/C=N/Nc1nc(C)cc(C)n1)CC
  111.0, 0.9
> O=C(O)CCCC[C@@H]1SC[C@@H]2NC(=O)N[C@@H]21
  97.0, -0.2
> CCOc1ccccc1N(C)C(=O)c1cc(S(=O)(=O)N(CC)c2ccccc2)ccc1F
  103.0, 0.5
> O=S(=O)(c1ccccc1)N(CCOc1ccc(F)cc1)c1nccs1
  105.0, 0.5
> CCOc1ccc(NC(=O)c2cc(-c3ccc(F)cc3)[nH]c2C)cc1
  105.0, 1.3
> CC(=O)N1CCc2cc(C(=O)C[n+]3ccccc3)ccc21
  98.0, -1
> O=C(CCCn1c(=O)oc2ccccc21)NC1CCCc2ccccc21 (stereo unspecified)
  99.0, -0.4
> CCOC(=O)N1CCc2c(sc(NCc3ccc(N(C)C)cc3)c2C(=O)Nc2ccc(OC)cc2)C1
  106.0, -0.3
> CC(=O)NCc1ccc(C(=O)COC(=O)c2cc(C)nc3ccccc23)o1
  99.0, -0.3
> O=C1N(c2ccc(Cl)cc2)C(c2ccc(Cl)cc2)N2CCCN12 (stereo unspecified)
  101.0, 0.3
> CC(=O)N1c2c(cc(Br)cc2S(=O)(=O)NCc2ccccc2Cl)CC1C (stereo unspecified)
  107.0, 0.6
> COc1ccc(CNC(=O)CN(c2ccccc2)S(=O)(=O)N(C)C)cc1
  103.0, -0.1
> O=C(CSC1=Nc2ccccc2C2=NC(CCC(=O)NC3CCCCC3)C(=O)N12)Nc1cccc(Cl)c1 (stereo unspecified)
  117.0, 1.4
> N#Cc1ccc(CN2C(=O)CCC2=O)cc1
  100.0, -0.4
> CC(NC(=O)c1ccncc1)c1ccccc1 (stereo unspecified)
  107.0, 0.3
> CN1CCN(c2ncc3c(n2)CCN(Cc2ccccc2Cl)C3)CC1
  105.0, -0.1
> Cc1ccc(-c2nc3n(n2)C(=O)CC(c2ccc4c(c2)OCO4)S3)cc1 (stereo unspecified)
  99.0, -0.3
> O=c1nccc(C(F)(F)F)[nH]1
  103.0&105.0, 0.6&0.5
> COc1ccc(-c2nc(CS(=O)CC(=O)NCc3ccccc3Cl)c(C)o2)cc1OC (stereo unspecified)
  111.0, 0.8
> COc1ccc(-c2noc(N3CCN(c4ccc(OC)cc4)CC3)n2)cc1
  102.0, -0.5
> CCC(CC)c1nn2c(=O)cc(CSc3ccccc3NC(=O)c3ccco3)nc2s1
  103.0, 1
> O=C(O)c1cc(Cl)nnc1Cl
  103.0, 0.6
> CCS(=O)(=O)N1CCN(C(=O)c2ccc(OC)cc2)CC1
  107.0, 1.6
> O=C(CSc1nc2ccccc2s1)N1CCc2ccccc2C1
  102.0, 0
> COc1ccc(N2CCN(C3(c4ccccc4)C(=O)c4ccccc4C3=O)CC2)cc1
  108.0, 0.9
> O=C(OCC(=O)N(C1CCCCC1)C1CCCCC1)c1ccncc1
  108.0, 0.6
> CCOc1ccc(-c2nc3c(C#N)c[nH]n3c2NC2CCCC2)cc1
  107.0, 0
> O=C1C(=Cc2ccc(N3CCOCC3)o2)C(=O)c2ccccc21
  104.0, 1.2
> O=C(N/N=C/c1ccc(N2CCOCC2)cc1)c1ccncc1
  127.0, 3.6
> COc1ccc(C(=O)N(Cc2ccc(N(C)C)cc2)Cc2ccco2)cc1Cl
  106.0, -0.1
> COc1ccc(N2CCN(CCCNC(=O)c3cc(Nc4ccc(OC)cc4OC)nc4ccccc34)CC2)cc1
  104.0, -0.3
> CC(=O)N=Cc1c(C)c(C#N)c(=O)n(C)c1O
  99.0, -0.5
> O=C(CSc1nc2ccccc2n1Cc1c(F)cccc1Cl)N1CCN(c2ccc(F)cc2)CC1
  106.0, -1.1
> O=C1C(N2CCCCC2)=C(n2nnc3ccccc32)C(=O)C(N2CCCCC2)=C1n1nnc2ccccc21
  105.0, 0.7
> O=C(O)c1ccccc1OCc1ccc2ccccc2n1
  110.0, 0.8
> CC(C)c1ccc(NC(=O)Cn2nnc(C(=O)NCc3ccccc3)c2N)cc1
  99.0, -1.1
> CCSc1nc2sc3c(c2c(=O)n1CC)CCc1ccccc1-3
  96.0, -1.9
> CN(C)c1ccc(/C=C/C=C2/C(=O)NC(=O)N(c3ccccc3)C2=O)cc1
  106.0, 0.7
> CC(NC(=O)CSc1nnc(-c2ccccc2)n1C)c1ccccc1 (stereo unspecified)
  102.0, -0.3
> COc1ccc(CCNC(=O)CCc2c(C)nc3c(c(C)nn3-c3ccc(C)c(C)c3)c2C)c(OC)c1OC
  103.0, -1.1
> O=C(COc1ccccc1)NCc1ccc2c(c1)CCN2C(=O)c1ccc(F)cc1
  113.0, 1.4
> COc1ccc(Cc2nn3c(Cc4ccccc4)nnc3s2)cc1
  96.0, -1.1
> Cc1cc(=O)n2nc(N(C)CC(=O)N3CCCCC3)sc2n1
  102.0, -0.6
> CC(/C=C1\SC(=S)N(CCC(=O)Nc2ccc(O)c(C(=O)O)c2)C1=O)=C\c1ccccc1
  103.0, 0.5
> CC(NC(=O)C(=O)Nc1c2c(nn1-c1ccc(F)cc1)CSC2)c1ccccc1 (stereo unspecified)
  108.0, 0.5
> Cc1ccc(C=Nc2ccc(C(N)=O)cc2)s1
  101.0, 0.4
> Cc1ccc(N(C)C(=O)Cn2cnc3onc(-c4ccc(F)cc4)c3c2=O)cc1C
  102.0, -0.1
> CC(C)=C1C2CCC1C(C(=O)N1CCN(c3ccccc3Cl)CC1)C2C(=O)O (stereo unspecified)
  100.0, 0
> CC(C)C(c1nnnn1C1CCCC1)N(Cc1ccc(Cl)cc1)CC1CCCO1 (stereo unspecified)
  103.0, 0.6
> COc1ccc(Cn2ccc3nc(C)c(C(=O)N4CCN(c5ccc(OC)cc5)CC4)cc3c2=O)cc1
  120.0, 2.8
> O=C1NC(=S)N/C1=C/c1cc2ccccc2nc1N1CCCCC1
  113.0, 0.9
> O=C(Nc1ccc(F)cc1C(F)(F)F)C1CCN(c2ncccn2)CC1
  110.0, 1
> CCN1C(=O)CS/C1=N\N1CCOCC1
  107.0, 0.5
> O=C(O)c1ccccc1C(=O)Nc1ccc(/C=C/c2ccccc2)cc1
  110.0, 0.5
> CCOC(=O)c1cc(-c2ccc(C)cc2)n(CC(=O)Nc2cccc(C(C)=O)c2)c1C
  106.0, 0.5
> CCOc1ccc(NC(=O)c2cccc(N3CCCS3(=O)=O)c2)cc1
  103.0, -0.2
> c1ccc(-c2nnc(CN3CCc4sccc4C3c3cccs3)o2)cc1 (stereo unspecified)
  106.0, 0.4
> CCc1cccc(NC(=O)Cn2c(C(=O)OC)cc3sc(Cl)cc32)c1
  103.0, -0.8
> CCn1nc(C)c(CNC(=O)NCc2ccccc2)c1C
  103.0, 1.4
> Cc1ccc(-c2nnc(NC(=O)c3ccc4c(c3)OCCO4)o2)c(C)c1
  107.0, -0.2

Four entries from above, reformatted:
CC(C)=C1C2CCC1C(C(=O)N1CCN(c3ccccc3Cl)CC1)C2C(=O)O (stereo unspecified)
- PV pol inh: 100.0
- PV pol inh FP z-score: 0

CC(C)C(c1nnnn1C1CCCC1)N(Cc1ccc(Cl)cc1)CC1CCCO1 (stereo unspecified)
- PV pol inh: 103.0
- PV pol inh FP z-score: 0.6

COc1ccc(Cn2ccc3nc(C)c(C(=O)N4CCN(c5ccc(OC)cc5)CC4)cc3c2=O)cc1
- PV pol inh: 120.0
- PV pol inh FP z-score: 2.8

O=C1NC(=S)N/C1=C/c1cc2ccccc2nc1N1CCCCC1
- PV pol inh: 113.0
- PV pol inh FP z-score: 0.9
